# Screens deposited in PubChem by National Center for Advancing Translational Sciences (NCATS).
# Pol beta inh = DNA polymerase beta (human) inhibition; AID 485314; Pol beta primer extension/strand displacement, fluorescence kinetic; Potency, µM (series often up to 114 µM), for inactives: at the highest dose activity change, negative = inhibition, hits mostly inhibitors; hit rate 1.3% among 340,000; further: potency means the concentration at half of the fitted maximal effect; on the % scale 0 is the no-effect control and ±100 the full control effect
#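 Reaction started by 50 nM substrate onto compound-treated Pol beta (10 nM, 15 min preincubation, room temperature); plates read at 0 min and 10 min. Normalized concentration-effect data fitted by four-parameter Hill equation.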
# LDHA inh = inhibitors of human lactate dehydrogenase A | P00338 | purified LDHA, NADH/diaphorase-resazurin fluorescence; active compounds read low | activity change, % (values are at about 110 or 230 µM) | hit rate 0.15% among 480,000; in the data active means activity change below about -30%; inconclusive means mostly about -25% to -30%;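 further: plate controls were DMSO wells for no effect and wells without enzyme for full effect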
#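 Remaining NADH was detected by diaphorase (0.133 mg/mL) converting 37 µM resazurin to fluorescent resorufin, read at 0 and 20 minutes. The preceding 5-minute room-temperature reaction used 2 nM LDHA, 0.2 mM sodium pyruvate and 0.06 mM NADH at pH 7.4.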
# ERG Ets-DNA blk = ERG Ets/DNA interaction inhibition. fluorescence polarization, His-ERG Ets domain / labelled DNA. Potency, µM (top dose mostly 76.9 µM), without a hit: at the top dose FP activity, negative = inhibition, hits mostly inhibitors. hit rate 0.028% among 370,000. AID 624246; active means well fitted inhibition curve with a large enough effect in the polarisation, with a control signal flat; inconclusive means small, poorly fitted or top-dose-only effect, or effect the other way, or a change in a side signal; inactive means no such curve, though single readings can be large or run the other way; the % refers to the polarisation;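 further: polarization taken with two DNA probes labelled with fluorescein and Texas red; potency means the concentration at half of the fitted maximal effect; % of control where 0% means no effect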
# Target sequence (P11308 whole entry, looked up, the tested form may be a part): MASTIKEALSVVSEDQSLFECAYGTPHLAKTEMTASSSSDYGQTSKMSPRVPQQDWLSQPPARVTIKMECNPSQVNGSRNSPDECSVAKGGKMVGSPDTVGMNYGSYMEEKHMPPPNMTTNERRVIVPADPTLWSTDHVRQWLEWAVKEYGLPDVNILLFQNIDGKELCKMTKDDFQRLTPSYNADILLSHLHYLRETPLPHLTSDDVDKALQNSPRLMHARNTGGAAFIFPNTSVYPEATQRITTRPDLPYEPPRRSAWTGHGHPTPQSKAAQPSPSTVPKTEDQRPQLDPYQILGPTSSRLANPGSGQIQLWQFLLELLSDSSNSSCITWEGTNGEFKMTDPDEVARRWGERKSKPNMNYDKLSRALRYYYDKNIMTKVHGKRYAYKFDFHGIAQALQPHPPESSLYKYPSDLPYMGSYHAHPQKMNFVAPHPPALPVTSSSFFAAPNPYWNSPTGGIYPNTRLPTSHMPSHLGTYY
#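 His-tagged ERG Ets domain (1 uM in the protein solution; 300mM KCl, 50mM Tris-HCl, 1mM EDTA, 1mM DTT, pH 7.5) received compound, then a probe mix of 5 nM fluorescein-DNA and 100nM Texas-615-DNA. Fluorescence polarization was read for both dyes.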
# Pol kappa inh = blocks human DNA polymerase kappa activity | purified Pol kappa, fluorescent DNA synthesis assay, 10 min | Potency, µM (series often up to 107 µM), for inactives: at the top dose activity, negative = inhibition, hits mostly inhibitors | AID 588579 | hit rate 0.53% among 400,000; further: potency means the concentration at half of the fitted maximal effect; on the % scale 0 is the no-effect control and ±100 the full control effect
#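 10 nM Pol kappa preincubated 15 min at room temperature with compounds, then reaction started with substrate at 50 nM final. Fluorescence read kinetically at 0 and 10 min; buffer-only wells served as negative control.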
# ALOX12 inh = ALOX12 (human) lipoxygenase inhibition; AID 1671190; Potency, µM (series often up to 108 µM), without a hit: at the highest dose activity change, negative = inhibition, actives largely listed as inhibitors; P18054; purified 12hLO, xylenol orange hydroperoxide absorbance; hit rate 1.1% among 580,000; further: potency means the concentration at half of the fitted maximal effect; on the % scale 0 is the no-effect control and ±100 the full control effect
#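 Hydroperoxide product was detected by ferrous iron/xylenol orange as the 573 to 405 nm absorbance ratio. Arachidonic acid at 40 uM (final) was turned over for 30 min at room temperature by 150 nM human 12hLO, pH 7.0 Hepes buffer, after 15 min compound preincubation.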
# POLH inh = blocks human DNA polymerase eta activity. Q9Y253. recombinant Pol eta, fluorescent DNA replication assay. Potency, µM (top dose mostly 114 µM), for inactives: at the highest dose activity change, negative = inhibition, usual class: inhibitors. hit rate 1.2% among 390,000; further: potency means the concentration at half of the fitted maximal effect; on the % scale 0 is the no-effect control and ±100 the full control effect
#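 Pol eta (10 nM) was preincubated with compounds for 15 min at room temperature, after which fluorescent replication substrate (50 nM final) was added to start the reaction. Fluorescence was read kinetically at 0 and 10 min.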
# APE1 inh = APE1 (human) endonuclease inhibition. Potency, µM (highest dose often 65.8 µM), without a hit: at the top dose activity change, negative = inhibition, usual class: inhibitors. recombinant APE1, TAMRA/BHQ-2 abasic DNA cleavage fluorescence. AID 2517. hit rate 0.35% among 350,000. P27695;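 further: potency means the concentration at half of the fitted maximal effect; plate controls were vehicle for no effect and reference inhibitor for full effect; nearly all actives have a fitted effect of over 55% in size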
# Target sequence (P27695 whole entry, looked up): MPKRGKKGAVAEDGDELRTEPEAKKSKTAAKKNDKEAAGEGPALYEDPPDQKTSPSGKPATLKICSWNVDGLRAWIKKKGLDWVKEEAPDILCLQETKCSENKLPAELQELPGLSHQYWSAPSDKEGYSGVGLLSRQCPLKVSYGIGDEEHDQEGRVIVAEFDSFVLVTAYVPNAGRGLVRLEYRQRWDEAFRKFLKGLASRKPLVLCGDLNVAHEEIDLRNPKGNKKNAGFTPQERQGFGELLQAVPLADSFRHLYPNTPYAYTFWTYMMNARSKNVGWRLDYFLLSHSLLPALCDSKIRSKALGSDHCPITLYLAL
#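 Step 1: APE1 (0.75 nM) with compound, 15 min RT. Step 2: add 50 nM fluorophore/quencher THF duplex. Step 3: three fluorescence reads 60 s apart (525/598 nm); read 3 minus read 1 = reaction progress.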
# RGS4 inh = inhibitors of human regulator of G protein signaling 4 | Potency, µM (titrated, usually from 114 µM), for the others: at the highest dose activity change, negative = inhibition, usual class: inhibitors | Transcreener GDP fluorescence polarization, RGS4-accelerated GTP hydrolysis | hit rate 0.039% among 390,000; further: potency means the concentration at half of the fitted maximal effect; on the % scale 0 is the no-effect control and ±100 the full control effect; nearly all actives have a fitted effect of over 75% in size; some results filed as inactive show a strong effect at the top dose
# Target sequence (P49798 whole entry, looked up): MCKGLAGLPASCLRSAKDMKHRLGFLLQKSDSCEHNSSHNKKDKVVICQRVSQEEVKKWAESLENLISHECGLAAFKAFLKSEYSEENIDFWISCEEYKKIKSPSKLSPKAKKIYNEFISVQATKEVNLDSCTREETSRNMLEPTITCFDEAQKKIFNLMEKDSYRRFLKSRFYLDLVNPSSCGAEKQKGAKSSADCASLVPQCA
#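 MLSMR compounds (23 nl, pin-transferred) preincubated 10 min at room temperature with a 500nM (2x) first reagent, then RGS4 at 900nM (2x) plus Transcreener GDP mix added; fluorescence polarization (620/688 nm) read before and after 90 min at 30 °C.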
# Anesthetic bind = binds horse apoferritin like a general anesthetic; apoferritin/1-aminoanthracene competitive binding, fluorescence; Potency, µM (doses to about 77.5 µM), for inactives: top-dose activity change, negative = displacement, usual class: inhibitors; hit rate 0.074% among 350,000; AID 485281; further: potency means the concentration at half of the fitted maximal effect; on the % scale 0 is the no-effect control and ±100 the full control effect; nearly all actives have a fitted effect of over 20% in size
#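 10 uM apoferritin + 50% sat. 1-AMA, PBS; cpd 10 min RT; Ex380/Em535 endpoint; normalized to free probe vs complex; 4-param Hill fit; propofol titration as pos. ctrl.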
# An asterisk follows results filed as active; i = inactive; u = inconclusive; x = not tested or not shown; & = joins results of further samples; [ ] = remark or other dose. Unless noted, the call rests on the fitted dose curve; in most records, active means well fitted curve in the direction sought with a large enough effect; inconclusive means small, poorly fitted or top-dose-only effect, or another doubt; inactive means no such curve, though single readings can be large; an effect the other way counts as inactive or inconclusive.
# The line under a structure holds: Pol beta inh	LDHA inh	ERG Ets-DNA blk	Pol kappa inh	ALOX12 inh	POLH inh	APE1 inh	RGS4 inh	Anesthetic bind
- CCn1c(=O)cc(OCC(=O)N2CCN(c3cccc(Cl)c3)CC2)c2ccccc21
 : 7.2%	-0.6	2.2%	-8.3%	-19.9%	-15.4%	x	11.7%	-11.4%
- CCOC(=O)CCN(Cc1cccs1)S(=O)(=O)c1ccc(F)cc1
 : 2.9%	-0.3	-4.2%	-12.4%	-8.1%	-18.7%	-3.0%	0.1%	-13.0%
- CC1CC(=O)Nc2ccccc2N1S(=O)(=O)c1ccc(C(F)(F)F)cc1 (centres undefined)
 : 83.7%	-8.0	-12.5%	-7.8%	u	-7.3%	2.2%	25.1%	-5.4%
- [O-]/[N+](=C\c1ccc(OC(F)F)cc1)c1ccccc1
 : 29.0%	17.2	0.4%	-5.3%	u	-8.2%	-11.0%	-33.7%	-13.3%
- N#Cc1ccc(Oc2ccc(S(=O)(=O)N3CCCC3)cn2)cc1
 : x	-2.5	-10.4%	-3.5%	u	-10.8%	22.2%	-17.1%	x
- Cn1c(CSCc2ccc(Cl)cc2)nnc1SCC(=O)Nc1nc2ccccc2s1
 : 1.6%	-13.7	1.4%	0.6%	0.0%	-6.9%	3.5%	-1.8%	-3.8%
- O=C(CCNc1ccc(Cl)cc1)c1cccs1
 : 6.6%	-3.0	-5.2%	-3.4%	-10.1%	-23.3%	-2.2%	-19.5%	4.6%
- CC1(C)CC(=O)C2=C(C1)NC(=O)CC2c1cc(F)ccc1F (centres undefined)
 : 13.0%	-6.0	-4.9%	-21.7%	-16.7%	-23.4%	-1.6%	-9.2%	-7.8%
- CC1CCCCN1CC(=O)Nc1ccc2c(c1)OC(F)(F)O2 (centres undefined)
 : 23.2%	-5.5	-7.1%	-12.4%	1.5%	0.5%	4.7%	17.3%	-20.6%
- COc1cc(C(=O)Nc2nnc(Cc3ccccc3)s2)cc(OC)c1OC
 : 38.2%	-6.2	-2.6%	-25.2%	14.1%	-8.4%	8.1%	17.0%	-10.3%
- CC(=O)N1c2ccc(S(=O)(=O)N3CCCC3)cc2CC1C(=O)NCc1ccc(OC(C)C)cc1 (centres undefined)
 : 3.8%	0.5	-3.6%	-3.9%	-5.7%	u	-2.3%	17.8%[11.4 µM]	u
- COc1ccc(-c2nn(CCC(=O)O)cc2/C=C2\SC(N)=NC2=O)cc1OC
 : -1.3%	-4.4	-6.4%	u	2.5%	10µM*	-5.1%	-9.7%	-11.9%
- O=C(Cn1nc(C(F)(F)F)c2c1CCCCC2)N1CCOCC1
 : 14.9%	-5.3	-0.6%	-1.4%	0.0%	-7.1%	1.9%	21.5%	-4.8%
- CCOC(=O)c1cn(Cc2ccccc2)c2cc(C)nn2c1=O
 : 0.9%	-7.5	9.2%	-8.7%	10.3%	-20.2%	1.3%	-6.1%	-9.5%
- Cc1cc2ncn(C3CC(O)C(CO)O3)c2cc1C (centres undefined)
 : x	-3.5	-12.2%	-9.1%	1.8%	2.4%	x	3.9%	x
- O=S(=O)(c1cccc(-c2n[nH]c(=S)n2-c2ccc(OC(F)(F)F)cc2)c1)N1CCOCC1
 : x	-0.1	4.7%	13.4%	-19.4%	-14.6%	2.7%	-38.0%	x
- O=C(C1CCCN1C(=O)c1cccs1)N1CCc2ccccc21 (centres undefined)
 : 13.8%	10.1	-2.3%	4.6%	-27.9%	-9.3%	-4.1%	-32.5%	-8.0%
- Cc1cc(C)c(C)c(C(=O)CSc2nnc(-c3ccc4[nH]c(C)c(C)c4c3)o2)c1C
 : 1.5%	-3.3	-4.8%	1.5%	i	2.9%	20.8%	-5.2%	-9.6%
- CN(CC(=O)Nc1ccccc1C(F)(F)F)C(=O)c1ccc2c(=O)n3c(nc2c1)CCC3
 : x	-0.8	-0.7%	-1.4%	11.5%	-7.1%	7.7%	-9.3%	x
- CCN(CC)Cc1nc2c(c(=O)[nH]1)C(CC)(CC)Cc1ccccc1-2
 : 30.1%	2.4&-7.5	5.2%	1.6%	-12.5%&7.4%	-7.9%	0.8%	-3.2%	-5.7%
- CCCC1(c2ccccc2)NC(=O)N(CC(=O)NCC2COc3ccccc3O2)C1=O (centres undefined)
 : x	-8.4	x	-11.0%	11.3%	-4.1%	11.1%	-0.5%	x
- O=C(c1cccc(F)c1)N1CCN(CC2CC3C=CC2C3)CC1 (centres undefined)
 : -9.5%	-13.8	-1.6%	-13.6%	u	2.1%	-0.6%	-10.3%	-9.8%
- Cc1ccc(CNC(=O)CSc2nc3ccsc3c(=O)n2-c2ccc(C(=O)O)cc2)cc1
 : -0.9%	-4.3	-0.2%	1.8%[60.1 µM]	0.0%	-2.0%	x	-3.8%	-5.9%
- Cc1ccccc1NC(=O)Nc1c(C)n(C)n(-c2ccccc2)c1=O
 : 3.1%	-7.5	11.0%	-0.2%	0.7%	-17.6%	11.3%	4.8%	-3.4%
- Cn1c(=O)n(C)c2cc([N+](=O)[O-])c(N3CCN(C(=O)c4ccccc4)CC3)cc21
 : 17.3%	-1.2	-5.6%	0.0%	-5.3%	-16.2%	-6.0%	-4.2%	-11.5%
- CCOC(=O)c1c(NC(=O)CSc2nccn2C)sc(C(=O)NC)c1C
 : x	-3.6	-6.1%	0.4%	-22.0%	0.2%	-4.5%	-19.3%	x
- CCOC(=O)c1cccc(OS(=O)(=O)Cc2ccccc2)c1
 : x	-0.6	4.4%	-4.3%	0.0%	-3.9%	x	24.1%	x
- C#CCSc1nc2sc3c(c2c(=O)n1Cc1ccccc1)CCCC3
 : 56.5%	-7.9	-21.8%	-7.7%	-2.0%	-6.5%	x	-6.5%	-9.7%
- COC(=O)c1ccccc1NC(=O)C1CCN(C(=O)c2cc(OC)c(OC)c(OC)c2)CC1
 : 14.0%	-8.5	-7.1%	1.8%	0.0%	-13.4%	-2.9%	-1.3%	-10.9%
- CCCCN(C)S(=O)(=O)c1ccc(NC2=NS(=O)(=O)c3ccccc32)cc1
 : 0.0%	0.0	1.0%	0.0%	-20.0%	-8.4%	x	-9.4%	-12.3%

# Ordered by value in ALOX12 inh (ascending): some entries from above.
Compound | LDHA inh | ERG Ets-DNA blk | Pol kappa inh | ALOX12 inh | POLH inh | APE1 inh | RGS4 inh
CCOC(=O)c1c(NC(=O)CSc2nccn2C)sc(C(=O)NC)c1C | -3.6 | -6.1% | 0.4% | -22.0% | 0.2% | -4.5% | -19.3%
CCCCN(C)S(=O)(=O)c1ccc(NC2=NS(=O)(=O)c3ccccc32)cc1 | 0.0 | 1.0% | 0.0% | -20.0% | -8.4% | x | -9.4%
COC(=O)c1ccccc1NC(=O)C1CCN(C(=O)c2cc(OC)c(OC)c(OC)c2)CC1 | -8.5 | -7.1% | 1.8% | 0.0% | -13.4% | -2.9% | -1.3%

# (listing goes on)
# The line under a structure holds: Pol beta inh	LDHA inh	ERG Ets-DNA blk	Pol kappa inh	ALOX12 inh	POLH inh	APE1 inh	RGS4 inh	Anesthetic bind
- COC(=O)c1c(-c2ccc(OC)cc2)sc2ccc(N3CCOCC3)cc12
 : x	9.1	6.8%	3.2%	-17.1%	-5.9%	-4.3%	-29.7%	x
- Cc1ccc(CNC(=O)C23CN(Cc4ccccc4)CC2C(c2ccc([N+](=O)[O-])cc2)=NO3)cc1 (centres undefined)
 : 0.4%	0.1	-5.9%	-1.0%	-23.5%	-12.0%	-4.8%	-9.7%	u
- Clc1ccc(OCc2nnc(SCc3nnc(-c4ccccc4)o3)o2)c(Cl)c1
 : 0.2%	-9.6	-0.5%	-17.2%	-3.3%	-12.0%	-1.1%	19.1%	u
- Cc1ccc(S(=O)(=O)N2CCN(C(=O)CSc3nnc(C)s3)C2)cc1
 : -1.8%	1.3	-11.3%	15.4%	10.6%[57.4 µM]	-12.0%	-2.1%	-7.4%	-8.6%
- CCCCC(CC)CNCc1cccn1CCN1CCOCC1 (centres undefined)
 : 28.6%	-8.8	-1.7%	-1.1%	u	-19.2%	11.8%	20.1%	-12.8%
- CC(C)NC(=O)C(=O)NCCc1ccc(Cl)cc1
 : 2.0%	-8.4	-0.3%	-2.7%	0.0%	-10.2%	-5.0%	-43.6%	1.9%
- CC1Cc2ccccc2N1C(=O)C(C)n1cc(C(F)(F)F)cc(Cl)c1=O (centres undefined)
 : x	-9.3	8.4%	-3.3%	0.1%	-7.6%	5.8%	0.0%	x
- c1ccc2nc3c(cc2c1)CCCCCC3
 : 12.0%	-1.1	-8.8%	-4.7%	0.0%	1.9%	-18.2%	4.2%	u
- O=C(/C=C/c1ccc([N+](=O)[O-])cc1)N1CCN(S(=O)(=O)c2ccccc2)CC1
 : x	-3.5	-2.9%	-8.9%	16.0%	-7.4%	3.7%	3.9%	x
- Clc1ccc(-n2c(Cc3ccccc3)nnc2SCc2nc(-c3cccs3)no2)cc1
 : -0.6%	0.9	0.0%	7.7%	0.0%	-22.3%	x	-7.4%	-13.5%

# An excerpt, so the mix of outcomes need not match the whole.
